S2 tox = Viability Counterscreen for Primary qHTS for Inhibitors of ATXN expression; S2 cells (HEK-293 line with an ATXN2-luciferase reporter) viability, CellTiter-Fluor protease fluorescence, 24 h; Potency, µM (top dose mostly 56.7 µM), hits mostly cytotoxic; actives 0.49% (n = 400,000); note: potency is the fitted concentration of half-maximal effect; nearly all actives have a fitted effect of over 40% in size
HepG2 viability = qHTS for Inhibitors of TGF-b: Cytotox Counterscreen; Potency, µM (titrated, usually from 46.1 µM), inactives show top-dose activity change, negative = cytotoxicity, actives largely listed as cytotoxic; actives 0.76% (n = 410,000); HepG2 CAGA-GFP viability, ATP luminescence, 18 h; AID 588856, 2011; note: potency is the fitted concentration of half-maximal effect; some results filed as inactive show a strong effect at the top dose
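HepG2 CAGA-GFP cells (1000/well, DMEM with 1% FBS) received compound, then TGF-beta at 500 pg/mL final, and were incubated 18 hours at 37 degrees C. Viability was read by CellTiter-Glo luminescence. Media-only wells were set as complete cell-killing and DMSO as no toxicity.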
ATXN2 expr inh = Primary qHTS for Inhibitors of ATXN expression; HEK-293 ATXN2-luciferase reporter, luminescence, 24 h; Potency, µM (titrated, usually from 57 µM), for inactives: at the highest dose activity change, negative = inhibition, most hits filed as inhibitors; actives 0.72% (n = 360,000); note: potency is the fitted concentration of half-maximal effect; % is set by controls: 0 for no effect and ±100 for the full control effect; nearly all actives have a fitted effect of over 55% in size
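ATXN2-luciferase reporter cells (luciferase flanked by upstream and downstream ATXN2 gene portions) were treated 24 h at 37 °C with compounds at up to 57 uM. SteadyGlo luminescence gave expression; GF-AFC fluorescence gave viability.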
MCF10A rerep = A quantitative high throughput screen for small molecules that induce DNA re-replication in MCF 10a normal breast cells. MCF 10A DNA re-replication, Hoechst nuclear intensity, 48 h. Potency, µM (highest dose often 46.1 µM), inactives show top-dose activity, positive = re-replication, most hits filed as activators. actives 2.9% (n = 350,000); note: potency is the fitted concentration of half-maximal effect; % of control where 0% means no effect; nearly all actives have a fitted effect of over 50% in size
TGFb inhibitor = qHTS for Inhibitors of TGF-b; HepG2 CAGA-GFP TGF-b/SMAD3 reporter, GFP fluorescence, 18 h; TGF-beta stimulated, 500 pg/mL final; Potency, µM (top dose mostly 46.1 µM), for inactives: at the top dose activity, negative = inhibition, actives largely listed as inhibitors; actives 1.2% (n = 410,000); note: potency is the fitted concentration of half-maximal effect; % is set by controls: 0 for no effect and ±100 for the full control effect; nearly all actives have a fitted effect of over 65% in size
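HEPG2 CAGA-GFP reporter cells (1000/well, DMEM with 1% FBS) received compounds, then recombinant TGF-beta at 500 pg/mL final for 18 hours at 37 degrees C. Per-cell GFP summed per well was normalised to unstimulated and stimulated DMSO controls before curve fitting.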
Nrf2 activator = qHTS of Nrf2 Activators | AREc32 ARE-luciferase reporter (MCF7-derived line), luminescence, 24 h | Potency, µM (top dose mostly 46.1 µM), without a hit: at the highest dose activation, actives largely listed as activators | actives 0.31% (n = 410,000) | AID 624171, 2012; note: potency is the fitted concentration of half-maximal effect; % of control where 0% means no effect; nearly all actives have a fitted effect of over 65% in size
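Cells of the AREc32 ARE-luciferase line are plated in OPTI-MEM containing 5% FBS and left overnight at 37 deg C. Compounds are pinned in, incubation continues 24 hr, and firefly luciferase signal is then measured.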
A549 viability = Nrf2 qHTS screen for inhibitors: counterscreen for cytotoxicity; Potency, µM (titrated, usually from 46 µM), for the others: at the top dose activity change, negative = cytotoxicity, most hits filed as inhibitors; actives 0.16% (n = 390,000); AID 504648, 2011; A549 ARE-Fluc cells, CellTiter-Fluor viability, 18-24 h; note: potency is the fitted concentration of half-maximal effect; % is set by controls: 0 for no effect and ±100 for the full control effect
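Cytotoxicity counterscreen: CellTiter-Fluor fluorescence was measured in A549 ARE_Fluc cells after 18-24 h of compound exposure in a concentration series. The subsequent BugLite luminescent read reports ARE-luciferase activity.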
IL-1B inflam inh = qHTS for Inhibitors of Inflammasome Signaling: IL-1-beta AlphaLISA Primary Screen | actives 4.7% (n = 360,000) | activity change, % at 57.5 µM | THP-1 LPS/ATP IL-1B secretion, AlphaLISA, 16 h; active compounds read low | AID 743279, 2014; in the data active = activity change below about -50%; inconclusive = mostly about -30% to -49%; note: % is set by controls: 0 for no effect and ±100 for the full control effect
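THP-1 cells pretreated 1 hr with compounds (up to 57.5 uM final), then stimulated with LPS (250 ng/mL final) plus ATP (1.25 mM final); secreted IL-1B measured by AlphaLISA after 16 hr, decreased signal indicating inhibition.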
Nrf2 block = Nrf2 qHTS screen for inhibitors; A549 ARE-Fluc reporter, luciferase luminescence, 18-24 h; AID 504444, 2011; Potency, µM (highest dose often 46 µM), for inactives: at the highest dose activity change, negative = inhibition, hits mostly inhibitors; actives 2.1% (n = 360,000); note: potency is the fitted concentration of half-maximal effect; % is set by controls: 0 for no effect and ±100 for the full control effect; nearly all actives have a fitted effect of over 60% in size
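Cells were seeded and rested 2 h, then exposed to compounds for 18-24 h. CellTiter-Fluor was read first as a viability measure. BugLite was added 15 min before the final luminescent read of ARE-luciferase activity in A549 cells.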
An asterisk follows results filed as active; i = inactive; ? = inconclusive; nt = no result given; [ ] = dose if it differs, or a comment. Unless noted, calls come from the whole dose curve; as a rule, active = well fitted curve in the direction sought with a large enough effect; inconclusive = small, poorly fitted or top-dose-only effect, or another doubt; inactive = no such curve, though single readings can be large; an effect the other way counts as inactive or inconclusive.

SMILES	S2 tox	HepG2 viability	ATXN2 expr inh	MCF10A rerep	TGFb inhibitor	Nrf2 activator	A549 viability	IL-1B inflam inh	Nrf2 block
Cc1ccc(Nc2nc(N)nc(CN3CCc4ccccc4C3)n2)cc1	i	-22%	0%	?	0%	5.7%	6%	?	0%
c1ccc(-c2nn3cnnc3c3ccccc23)cc1	i	1%	6%	0%	17%	0.5%	1%	20	-20%
CC1CN(CC(=O)NCc2ccc(Cl)cc2)CC(C)O1 (stereo not given)	i	-11%	6%	13%	8%	-0.1%	2%	7	7%
CCCNC(=S)Nc1ccc(Nc2ccccc2)cc1	i	-27%	-3%	4%	-9%	-0.2%	-10%	?	?
Cc1ccc2oc(C(=O)Nc3ccc(S(=O)(=O)N4CCCC(C)C4)cc3)cc(=O)c2c1 (stereo not given)	i	2%	-2%	nt	-12%	-0.2%	-11%	nt	?
CCNC(=S)N(CCN(CC)CC)Cc1cc2cc3c(cc2[nH]c1=O)OCO3	i	-6%	-4%	?	10%	0.2%	12%	?	-10%
CCc1ccc(NC(=S)Nc2cc(C(=O)O)ccc2N2CC3CC(C2)c2cccc(=O)n2C3)cc1 (stereo not given)	i	-17%	nt	2%	-25%	0.2%	-10%	-18	-4%
Cn1c(=O)[nH]c(=O)c2c1nc(SCC(O)CO)n2Cc1ccccc1Cl (stereo not given)	i	-6%	2%	-7%	-5%	0.0%	-5%	-15	5%
O=C(Cn1cc(C(=O)C(F)(F)F)c2ccccc21)Nc1ccccc1F	?	11µM*	-45%	21%	9%	-0.3%	-17%	21	-20%
COc1ccc(C(=O)N/N=C/c2ccccc2OC(=O)c2ccccc2)cc1	?	-67%	-33%	?	?	0.2%	-2%	117	?
CON(C)C(=O)CC1(CN(Cc2ccccc2)C(=O)OC(C)(C)C)CCCCC1	?	1%	?	23%	?	7.7%	-4%	15	-10%
O=C(NCCN1CCOCC1)c1ccc2c(c1)N(Cc1ccc(F)cc1)C(=O)c1ccccc1S2(=O)=O	i	-17%	nt	-4%	-20%	3.3%	2%	-18	2%
CCNS(=O)(=O)c1cccc(C(=O)c2c(C)cc3ccccn23)c1	i	-10%	4%	1%	?	0.4%	0%	-15	?
CCn1c(SCC(=O)Nc2ccc(C)cc2)nc2sc3c(c2c1=O)CCN(C)C3	i	-10%	-12%	1%	-7%	0.1%	-3%	-6	-24%
O=C(CCCN1C(=O)C(c2ccccc2)Oc2cccnc21)NCCc1ccc(Cl)cc1 (stereo not given)	i	0%	6%	-29%	-17%	0.1%	-1%	-2	-18%
COc1cc(Nc2nc(SCc3ccccc3F)nc3ccccc23)cc(OC)c1	nt	-31%	nt	nt	?	-0.1%	-19%	nt	nt
Cc1ccc(-n2nc(C)c(C(=O)N3CCN(C(=O)c4ccco4)CC3)c2-n2cccc2)cc1	i	-1%	11%	0%	1%	1.9%	6%	?	12%
CCOC(=O)N1CCN(S(=O)(=O)c2ccc(F)c(C(=O)Nc3cccc(C)c3C)c2)CC1	i	-21%	-3%	-4%	-3%	0.3%	18%	-6	-12%
COC(=O)c1ccc(NC(=O)c2cc(-c3ccccn3)nc3ccccc23)cc1	i	-24%	-25%	12%	-2%	-0.1%	-10%	19	-18%
CC1=C(C(=O)N(C)C)CC(CC(=O)NC2CCCCC2)C(=O)N1Cc1ccc(C(C)(C)C)cc1 (stereo not given)	i	-18%	-14%	nt	-4%	0.4%	nt	-5	nt
CC1(C)O[C@@H]2[C@H](O1)[C@@H](CO)O[C@H]2n1ccc(=O)[nH]c1=O	i	-14%	8%	22%	-1%	-0.7%	1%	11	4%
O=C(CSc1nnc(-c2ccccc2)o1)N1CCOCC1	i	2%	20%	0%	-2%	2.2%	2%	-14	?
COc1ccc(OC)c(NC(=O)C(CCS(C)(=O)=O)NC(C)=O)c1 (stereo not given)	i	12%	-20%	2%	24%	0.2%	3%	0	8%
Cc1cnc(C(=O)OCC(=O)c2ccc(C3CCCCC3)cc2)cn1	i	-1%	11%	3%	13%	3.0%	3%	2	-4%
O=C(NCCCO)c1c(O)c2cccc3c2n(c1=O)CCC3	i	-16%	0%	?	-12%	3.3%	4%	-22	?

Compound profiles, from the list above.
CCOC(=O)N1CCN(S(=O)(=O)c2ccc(F)c(C(=O)Nc3cccc(C)c3C)c2)CC1 is listed as S2 tox = i; HepG2 viability = -21%; ATXN2 expr inh = -3%; MCF10A rerep = -4%; TGFb inhibitor = -3%; Nrf2 activator = 0.3%; A549 viability = 18%; IL-1B inflam inh = -6; Nrf2 block = -12%
CCn1c(SCC(=O)Nc2ccc(C)cc2)nc2sc3c(c2c1=O)CCN(C)C3 is listed as S2 tox = i; HepG2 viability = -10%; ATXN2 expr inh = -12%; MCF10A rerep = 1%; TGFb inhibitor = -7%; Nrf2 activator = 0.1%; A549 viability = -3%; IL-1B inflam inh = -6; Nrf2 block = -24%

Remaining list, next part:
SMILES	S2 tox	HepG2 viability	ATXN2 expr inh	MCF10A rerep	TGFb inhibitor	Nrf2 activator	A549 viability	IL-1B inflam inh	Nrf2 block
CC(C)(C)C(=O)NC(=S)NNC(=O)C(c1ccccc1)c1ccccc1	i	-34%	-24%	23%	-23%	-1.2%	-26%	153	21µM*
CN(C(=O)c1cc(COc2ccc(F)c(F)c2)on1)C1CCOC1 (stereo not given)	i	-12%	21%	-3%	2%	-0.3%	0%	0	-11%
O=C(CSc1nc(O)cc(=O)n1-c1ccccc1)Nc1nc2ccccc2s1	i	2%	-2%	21%	-8%	0.5%	8%	13	4%
COc1ccc(CNC(=O)CN(c2ccc(C(C)C)cc2)S(=O)(=O)c2c(C)nn(C)c2C)cc1	nt	-49%	nt	nt	-47%	-0.7%	-2%	nt	-15%
Cc1nn(C)c(C)c1/C=C(/C(=O)C(C)(C)C)n1cncn1	i	5%	-18%	?	-19%	?	5%	-57*	-9%
CCOc1ccc(NC(=O)CSc2nnc(-c3ccoc3C)n2CC2CCCO2)cc1 (stereo not given)	i	-7%	7%	-3%	1%	-0.7%	9%	-5	16%
O=C(CSCc1ccccc1Cl)NN1C(=O)c2ccccc2C1=O	i	3%	0%	-1%	1%	-0.7%	-2%	11	-1%
CC(C)c1ccc(NC(=O)C2CC(=O)Nc3nc4ccccc4n32)cc1 (stereo not given)	i	-3%	0%	6%	-2%	-0.7%	2%	0	-6%
CCOC(=O)c1c(N)nn(C(=O)C(C)(C)C)c1-c1ccccc1	i	4%	-13%	1%	-10%	-0.1%	18%	67	6%
Cc1c(C(=O)N/N=C/c2ccc(O)cc2)sc(=S)n1C	?	-2%	1%	14%	-5%	0.6%	-7%	-2	-15%
COc1ccc(OC)c(NC(=O)CN2C(=O)c3ccccc3Sc3ccc(C(=O)N4CCCC4)cc32)c1	i	-21%	-7%	nt	?	8.1%	1%	nt	nt
COc1ccc2c(=O)c(-c3ccc(OC)c(OC)c3)coc2c1	i	0%	45%[activator]	23%	-11%	3.5%	-14%	-23	6%
CCOc1ccc(C(NC(=O)c2cc(OC)c(OC)c(OC)c2)c2cc(Cl)c3cccnc3c2O)cc1 (stereo not given)	?	19%	?	nt	-20%	-0.1%	-26%	nt	nt
COc1ccc(/C=N/Nc2cc(C)nc(-n3nc(C)cc3C)n2)c(OC)c1	?	1%	16µM*	?	?	3.6%	-9%	-104*	?
CCN(CC)CCC(=O)N1c2ccccc2Sc2ccc(Cl)cc21	i	-27%	-3%	30µM*	?	?	-11%	-71*	-1%
CCc1ccc(-c2cc(C)no2)cc1S(=O)(=O)Nc1cc(OC)c(OC)c(OC)c1	nt	-9%	nt	nt	?	0.3%	5%	nt	1%
COc1ccc([N+](=O)[O-])cc1NS(=O)(=O)c1ccc(C)cc1	?	-1%	nt	2%	-13%	-1.2%	1%	8	-2%
Fc1ccc(-c2n[nH]c(=S)n2/N=C/c2c[nH]c3ccccc23)cc1	i	3%	-11%	0%	-14%	0.1%[9.22 µM]	-3%	5	-1%
CCOc1ccc(CNC(=O)c2ccc3c(c2)N(Cc2ccccc2)CCS3)cc1	nt	-23%	nt	nt	nt	3.4%	-3%	nt	-13%
O=C(Nc1nnc(SCc2ccccc2Cl)s1)c1cccc([N+](=O)[O-])c1	i	-26%	-14%	16%	?	0.2%	2%	0	-24%
O=C(CN1CCN(Cc2ccccc2)CC1)N/N=C/c1cccnc1	i	0%	nt	2%	17%	2.4%	-8%	44	?
NC(=NC(=O)c1ccc(Cl)cc1)N1N=CCC1c1ccccc1 (stereo not given)	i	-9%	0%[11.3 µM]	-7%	-6%	5.0%	-7%	-27	?
CN1CC(c2ccc(Cl)c(Cl)c2)[C@@]2(COc3ccccc3C2=O)[C@@]12C(=O)Nc1ccccc12 (stereo not given in full)	i	-10%	-36%	16µM*	1%	0.1%	?	-12	18µM*
CCOc1ccccc1Oc1ccc(C(F)(F)F)cn1	i	-13%	-15%	3%	-3%	0.5%	-5%	36	12%
O=C(Nn1cnc2ccccc2c1=O)c1ccc(Br)cc1	i	-20%	24%	-11%	5%	-0.9%	6%	-2	?
COc1ccc(OC)c(NC(=O)c2cc(S(=O)(=O)NCc3ccco3)ccc2F)c1	i	-3%	-3%	-8%	0%	-0.6%	15%	-25	nt
CC1CCC(NC(=O)Cn2ncc3c4ccccc4n(Cc4ccc(F)cc4)c3c2=O)CC1 (stereo not given)	i	-3%	1%	nt	2%	0.0%	-7%	nt	6%
COc1ccc(CCNC(=O)COC(=O)c2cnc(Cl)c(Cl)c2)cc1	i	-10%	3%	9%	-2%	-0.5%	1%	-11	8%

Screening data deposited in PubChem BioAssay by National Center for Advancing Translational Sciences (NCATS).
